Screening results: PubChem BioAssay, Broad Institute
INS-1E GSIS act: primary screen for activators of insulin secretion dependent on glucose, INS-1E cells, GLuc reporter luminescence. INS-1E GLuc reporter insulin secretion, 2-3 h. activation, % at 16.6 µM. 0.61% of 370,000 active. AID 743287;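 active = lowest replicate activation of at least 40%, so every replicate reaches that level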;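 note: 0% = median of neutral control wells and 100% = median of IBMX positive control wells; some compounds called inactive have numbers as strong as hits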
PglD DTNB: inhibitors of Campylobacter jejuni PglD acetyltransferase; inhibition, % at 12.5 µM; AID 602405; 0.098% of 360,000 active; purified PglD enzyme, DTNB colorimetric CoA detection; in the data active = inhibition above about 16%, passing the limit was not always enough; inconclusive = no clear call, values can overlap the other calls; note: strong numbers were not always called active
C2C12 statin: suppression of simvastatin myotoxicity | rescue of ATP level, % at 7.49 µM | 0.78% of 330,000 active | C2C12 myotubes + simvastatin, ATP luminescence, 48 h; scaled: DMSO 0, geranylgeraniol control 100;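 active = mean ATP rescue above about 67%, or every replicate alone reaching that limit, limit read from the data, passing the limit was not always enough; inconclusive = no clear call, values can overlap the other calls; inactive = mean under the limit and some replicate under it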;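 note: myotubes were challenged with 10 µM simvastatin during compound exposure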
miR122 inh: blocks miR-122 activity in Huh7 sensor cells | activation (reporter increase), % at 12.5 µM | Huh7 miR-122 Renilla luciferase sensor, 48 h; neutral wells = 0, positive control = 100 | 0.3% of 340,000 active;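 active = mean replicate activation score at least 90 and every replicate individually at or above 90; inconclusive = only one of the two criteria met; inactive = neither criterion met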;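 note: higher luciferase means less miR-122 activity so hits act as miR-122 inhibitors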
F508del corr: CFTR F508del correction in bronchial cells; CFBE cells, YFP halide quenching; stimulated with forskolin plus potentiator P3; % fluorescence drop versus neutral controls; activity (quench increase), % at 7.58 µM; 0.36% of 350,000 active;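 active = mean added fluorescence quench of at least 8% versus neutral control, with both replicates also reaching 8%; inconclusive = only one of the mean or replicate conditions met; inactive = mean below 8% and not both replicates reaching 8%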;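 note: cells transiently co-express mutant CFTR-F508del with the halide-sensitive YFP; corrector assay measuring rescue of mutant channel to the surface after 24 h compound exposure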
PGC1a acetyl inh: PGC1a acetylation modulation, inhibitor mode. U2OS PGC1a acetylation, AlphaScreen anti-acetyl-lysine; with virally co-expressed GCN5 acetyltransferase. inhibition, % at 15.6 µM. 0.17% of 350,000 active. AID 651687;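 active = every replicate shows inhibition of at least 40%; inconclusive = mean inhibition at least 40% but some replicate below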;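 note: 0% = neutral control wells and 100% = positive control wells; some results beyond the cut were filed as inactive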
Cneo AK release: causes C. neoformans cell lysis | adenylate kinase release luminescence, 4 h; normalised: neutral wells 0, clomiphene wells 100 | lysis activity, % at 15 µM | 0.2% of 360,000 active | AID 651654;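 active = mean lysis activity across replicates of at least 80%, whatever share of replicates individually reach that level; inactive = mean lysis activity below 80%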
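Schedule: static 4 h at 37 °C with compound, 1 h detection; system: C. neoformans cells; benchmarks: Clomiphene as positive control; buffer or medium: fresh YPD medium; measure: luminescence rise reflecting yeast cell lysis; measured by: luminescent adenylate kinase detection reagent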
FN deposit inh: fibronectin deposition inhibition | inhibition, % at 12.6 µM | AH1F fibroblasts, Alexa488-fibronectin deposition fluorescence, overnight | 0.086% of 350,000 active;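 active = mean inhibition across replicates of 30% or more, regardless of how many single replicates reach that level; inconclusive = mean under 30% yet at least half of replicates reach 30%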;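 note: positive control wells lacked labelled fibronectin entirely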
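Measured by – fluorescence 485/525 nm · System – AH1F fibroblast monolayer, labelled fibronectin deposition · Amount – 10000 cells per well · Buffer or medium – serum-reduced DMEM (2% serum) · Doses – single dose, pinned · Also added – fluorescent fibronectin at 24 nM final · Schedule – 1 h cell attachment, overnight exposure to compound and label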
Numbers without * were called inactive; ? = inconclusive; nt = no result given; & = joins results of further samples; [ ] = remark or other dose.

no.	structure	miR122 inh	PglD DTNB	F508del corr	INS-1E GSIS act	FN deposit inh	PGC1a acetyl inh	Cneo AK release	C2C12 statin
1	COC(=O)C(CC#Cc1ccc2c(c1)[C@]1(C(=O)N2)[C@H](c2ccc(O)cc2)N2[C@H](c3ccccc3)[C@H](c3ccccc3)OC(=O)[C@H]2[C@@H]1C(=O)NC[C@H](O)c1ccccc1)C(=O)OC	nt	1	-3.9	nt	nt	15	-2	nt
2	COc1ccc(S(=O)(=O)Nc2ccc3c(c2)C(=O)N([C@H](C)CO)C[C@H](C)[C@H](CN(C)S(=O)(=O)c2ccc(Cl)cc2)OCCCC[C@@H](C)O3)cc1	4[16.7 µM]	0	3.4	1	0	6	-10	nt
3	Cc1ccc(N2CC(C(=O)Oc3cccc(N4C(=O)CCC4=O)c3)CC2=O)cc1 (stereo unspecified)	-3	3	nt	-6	7	-10	1	-7
4	N#CCSC1=Nc2ccccc2C2=NC(CCC(=O)N3CCN(c4ccccc4)CC3)C(=O)N12 (stereo unspecified)	-13	0	nt	nt	nt	-2	-3	nt
5	C[C@H](CO)N1C[C@H](C)[C@@H](CN(C)C)Oc2cc(-c3ccncc3)ccc2S1(=O)=O	56[16.7 µM]	2	?	14	1	9	2	-7
6	COc1ccc(NC(=O)N[C@H]2CC[C@@H](CCNS(=O)(=O)c3cccc(Cl)c3)O[C@H]2CO)cc1	nt	-3	2.5	5	7	-5	-3	2
7	Nc1n[nH]c(N)c1N=Nc1ccccc1F	-5	4	-1.2	10	5	-5	0	9
8	COc1cccc(N(CC(=O)NC2CCCC2)C(=O)Cn2nnc(-c3ccc(C)cc3)n2)c1	-5	nt	nt	-23	nt	7	nt	36
9	O=C(O)c1cc([N+](=O)[O-])cc([N+](=O)[O-])c1N1CCN(c2cccc(C(F)(F)F)c2)CC1	nt	-3	3.1	-20	0	nt	0	5
10	COc1ccc(-c2cc(C(=O)N3CCN(S(=O)(=O)c4ccc(C)cc4)CC3)[nH]n2)cc1	6	2	-2.4	-9	-5	5	2	-9
11	CCSc1nnc(-c2ccc(S(=O)(=O)N3CCOCC3)cc2)n1C	-5	nt	-1.1	0	-9	nt	nt	-2
12	CC(=O)c1ccc(OCCCC(=O)N2CCN(S(=O)(=O)c3cc(C)ccc3C)CC2)cc1	-2	-3	1.5	-26	5	12	-3	-10
13	COc1cccc(Oc2nc(-c3ccccc3O)nc3ccccc23)c1	0	0	0.9	9	nt	2	-2	2
14	COCC(=O)Nc1ccc2c(c1)C(=O)N(C)[C@H]1CC[C@@H](CC(=O)NCCCN(C)C)O[C@H]1CO2	-32[16.7 µM]	9	0.6	18	-6	-1	0	-21
15	O=C(C[C@H]1C[C@H]2c3cc(NC(=O)CC4CC4)ccc3O[C@H]2[C@H](CO)O1)NCc1cc(F)ccc1F	-1[16.7 µM]	2	-3.1	-3	-4	0	-5	-7
16	COc1ccc2[nH]c3c(c2c1)CCN1C(=O)C(CC(=O)NCCN2CCOCC2)C[C@H](C(=O)N2CCOCC2)[C@@]31C (stereo partly specified)	-6	-6	-1.4	-4	-17	0	1	3
17	CSc1ncccc1C(=O)N(C)CC(=O)Nc1cccc(F)c1	-1	7	-2.8	34	6	7	-6	-6
18	COCC(=O)Nc1ccc2c(c1)OC[C@@H](C)N(CC1CCCCC1)C[C@H](C)[C@H](OC)CN(C)C2=O	nt	-4	-2.0	24	4	-7	-6	-8
19	COc1cc(C)ccc1OCCOCCOc1cccc2ccc(C)nc12	1	3	-2.6	-2	-6	0	6	-6
20	O=C(Cn1cc(S(=O)(=O)Cc2ccccc2)c2ccccc21)N1CCOCC1	-1	6	-1.8	39	3	2	-1	-2
21	COc1cccc(S(=O)(=O)N(C)C[C@H]2OCc3ccccc3-c3c(n(C)c4ccccc34)C(=O)N([C@H](C)CO)C[C@H]2C)c1	nt	-2	1.2	15	-11	-5	-2	80*
22	CCN1C(=O)N[C@H](c2ccc(Br)cc2)C(C(=O)OC)=C1C	nt	1	-3.2	2	-19	nt	0	0
23	O=C(Nc1ccc([N+](=O)[O-])cc1)N1CCCCCC1	nt	-1	1.3	-1	1	nt	-3	-6
24	Cc1cc(C)c2nc(SCC(=O)N3CC(=O)Nc4ccccc43)c(C#N)cc2c1	49	-6	nt	nt	nt	-20	-1	-19
25	Cc1ccc(C)c2sc(NC(=O)c3ccc(N4CCCCC4)c([N+](=O)[O-])c3)nc12	0	-1	-2.1	1	nt	-11	-2	-97
26	O=C(Nc1ccc(-n2cc(Cl)cn2)cc1)c1ccncc1	-3	-3	1.2	15	1	-22	0	0
27	Cn1c(C(=O)NN)cc2cc(Oc3ccccc3)ccc21	-1	-11	-3.9	nt	0	2	4	5
28	COc1ccc(C)cc1N(CC(=O)N1CCCCCC1)S(=O)(=O)c1ccccc1	nt	0	0.2	-10	-6	nt	1	4
29	COc1ccc(/C=C\c2nc(=O)c3ccccc3o2)cc1	0	1	0.3	-21	0	-11	-10	-14
30	COc1ccc(CC(=O)Nc2ccc(C(=O)NCC(C)C)cc2)cc1	-4	0	nt	6	5	2	4	-1
31	COc1ccccc1CNC(=O)C(C)n1cccc1C(=O)c1ccccc1 (stereo unspecified)	-5	1	0.1	1	0	-25	1	2
32	COc1ccc(CN(C)C[C@H]2OCCCC[C@H](C)Oc3ccc(NC(=O)CCC(F)(F)F)cc3C(=O)N([C@@H](C)CO)C[C@@H]2C)cc1	4	2&-2	-3.8&-0.2	10	16	-6&-23	2&0	7
33	O=C(Nc1nnc([C@@H]2C[C@H](O)[C@@H](CO)O2)s1)c1ccc(Oc2ccccc2)cc1	-1	-2	0.8	0	-9	-3	3	-6
34	C[C@H]1CN([C@@H](C)CO)C(=O)Cc2cc(NC(=O)Nc3cccc4ccccc34)ccc2O[C@@H]1CN(C)S(=O)(=O)c1ccccc1	-5[16.7 µM]	3	-0.7	4	nt	-10	1	3
35	Cc1ccc(CNC(=O)CCSCCC(=O)NCc2ccc(C)cc2)cc1	-2	-4	nt	2	11	1	0	4
36	O=C(CN1C(=O)NC2(CCCC2)C1=O)NCC1CCCO1 (stereo unspecified)	nt	nt	0.7	-15	0	-17	nt	nt
37	COc1cc(/C=N/NC(=O)CN2CCCCC2)ccc1OCc1ccccc1	-6	-9	nt	19	-4	nt	-7	nt
38	CCOC(=O)C1CCN(C(=O)c2sc3nc(-c4ccccc4)cn3c2C)CC1	1	1	nt	nt	4	-5	-3	-6
39	COc1ccccc1OCCC(=O)Nc1nc(C)cs1	-3	-4	-3.6	-10	-6	-4	-1	nt
40	Cc1nc2ccccn2c1C(=O)Nc1ccc2c(c1)OCCO2	-7	5	nt	nt	-5	12	-9	-4
41	CCOC(=O)N1CCC(NC(=O)c2cccn3c(=O)c4cc(Br)ccc4nc23)CC1	6	3	nt	-2	-12	3	5	-9
42	CCOC(=O)C(C)Oc1c(Br)cc(C2NC(=O)NC(C)=C2C(C)=O)cc1OCC (stereo unspecified)	1	-4	nt	-12	2	-21	-1	-44
43	COc1ccc(C(=O)N2CCN(c3ccc(C)cc3C)CC2)cc1OC	-6	-4	1.7	-2	-7	nt	-1	6
44	CCCCn1c(N)c(N(CCOC)C(=O)c2ccc(-c3ccc(Cl)cc3)o2)c(=O)[nH]c1=O	nt	nt	-0.5	-26	5	nt	nt	-10
45	C[C@@H]1CCCCO[C@H](CN(C)S(=O)(=O)c2ccccc2)[C@@H](C)CN([C@H](C)CO)C(=O)c2cc(NC(=O)c3ccncc3)ccc2O1	-3[16.7 µM]	-1	0.7	6	1	5	-4	nt
46	C[C@H](CO)N1C[C@H](C)[C@H](CN(C)S(=O)(=O)c2ccccc2)Oc2ccc(NC(=O)CCN3CCOCC3)cc2C1=O	7[16.7 µM]	-8	-3.3	15	nt	11	-1	-15
47	Cc1ccc(S(=O)(=O)Nc2ccccc2-c2nc3ccccc3[nH]c2=O)cc1	-4	-2	-4.7	-2	7	-4	-2	-2
48	COC(=O)NNC(=O)CCCOc1ccc(Cl)cc1Cl	-2	1	nt	16	2	7	2	2
49	Cc1cc(N2CCCCC2)nc(N)n1	-13	-6	-1.8	10	-9	8	-1	12
50	COc1ccc(/C=C/c2noc(-c3ccccc3OC(C)=O)n2)cc1	-6	-11	1.9	-5	0	4	-3	-31

Three compounds picked at random from those above:
no.	structure	miR122 inh	PglD DTNB	F508del corr	INS-1E GSIS act	FN deposit inh	PGC1a acetyl inh	Cneo AK release	C2C12 statin
48	COC(=O)NNC(=O)CCCOc1ccc(Cl)cc1Cl	-2	1	nt	16	2	7	2	2
35	Cc1ccc(CNC(=O)CCSCCC(=O)NCc2ccc(C)cc2)cc1	-2	-4	nt	2	11	1	0	4
37	COc1cc(/C=N/NC(=O)CN2CCCCC2)ccc1OCc1ccccc1	-6	-9	nt	19	-4	nt	-7	nt

Record cards, as listed above. Order of screens: miR122 inh, PglD DTNB, F508del corr, INS-1E GSIS act, FN deposit inh, PGC1a acetyl inh, Cneo AK release, C2C12 statin
COc1ccccc1CNC(=O)C(C)n1cccc1C(=O)c1ccccc1 (stereo unspecified) in the list: -5, 1, 0.1, 1, 0, -25, 1, 2
O=C(CN1C(=O)NC2(CCCC2)C1=O)NCC1CCCO1 (stereo unspecified) in the list: nt, nt, 0.7, -15, 0, -17, nt, nt
CCOC(=O)C1CCN(C(=O)c2sc3nc(-c4ccccc4)cn3c2C)CC1 in the list: 1, 1, nt, nt, 4, -5, -3, -6
COc1ccc(C(=O)N2CCN(c3ccc(C)cc3C)CC2)cc1OC in the list: -6, -4, 1.7, -2, -7, nt, -1, 6
Cc1cc(N2CCCCC2)nc(N)n1 in the list: -13, -6, -1.8, 10, -9, 8, -1, 12
